# Vif-A3G inh: qHTS for Inhibitors of Vif-A3G Interactions: qHTS; DNA dC->dU-editing enzyme APOBEC-3G (Homo sapiens), Q9HC16; HeLa A3G-eYFP + Vif (tagged APOBEC3G with the HIV-1 protein that degrades it), YFP fluorescence, overnight; Potency, µM (doses to about 46.1 µM), inactives show at the top dose activity, negative = active, most hits filed as inhibitors; 410,000 compounds, 0.076% hits; AID 602310, 2012;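 further: potency means the concentration at half of the fitted maximal effect; on the % scale 0 is the no-effect control and ±100 the full control effect; nearly all actives have a fitted effect of over 60% in size; hits raise eYFP signal because A3G escapes Vif-driven loss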
# Target sequence (Q9HC16 whole entry, looked up): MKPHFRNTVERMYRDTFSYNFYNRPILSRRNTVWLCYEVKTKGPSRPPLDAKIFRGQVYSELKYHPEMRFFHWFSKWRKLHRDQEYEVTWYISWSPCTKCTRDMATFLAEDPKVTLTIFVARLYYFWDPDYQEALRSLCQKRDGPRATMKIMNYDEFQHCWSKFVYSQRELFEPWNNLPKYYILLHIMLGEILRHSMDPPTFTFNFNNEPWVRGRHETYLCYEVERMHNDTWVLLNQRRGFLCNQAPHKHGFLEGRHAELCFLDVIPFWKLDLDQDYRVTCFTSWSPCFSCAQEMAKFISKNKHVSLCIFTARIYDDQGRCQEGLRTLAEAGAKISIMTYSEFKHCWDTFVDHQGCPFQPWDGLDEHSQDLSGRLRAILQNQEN
#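 Read-out is eYFP fluorescence (Ex 488/Em 500-530) from Vif-expressing HeLa A3G-eYFP cells; more signal means A3G escaped Vif-mediated degradation. Cells plated overnight, compound pinned in, incubated overnight at 37 deg C.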
# D2 ag: HTS Assay for Allosteric Agonists of the Human D2 Dopamine Receptor: Primary Screen for Agonists; D(2) dopamine receptor (Homo sapiens), P14416; 340,000 compounds, 0.53% hits; AID 485358, 2010; HEK293 T-REx D2 cells, calcium flux agonist mode; activation, % at 2 µM;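 active means activation over 3 SD above normal in the single-dose calcium agonist read, cut at about 30% in these data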; further: 0% is about no effect
# Target sequence (P14416 whole entry, looked up): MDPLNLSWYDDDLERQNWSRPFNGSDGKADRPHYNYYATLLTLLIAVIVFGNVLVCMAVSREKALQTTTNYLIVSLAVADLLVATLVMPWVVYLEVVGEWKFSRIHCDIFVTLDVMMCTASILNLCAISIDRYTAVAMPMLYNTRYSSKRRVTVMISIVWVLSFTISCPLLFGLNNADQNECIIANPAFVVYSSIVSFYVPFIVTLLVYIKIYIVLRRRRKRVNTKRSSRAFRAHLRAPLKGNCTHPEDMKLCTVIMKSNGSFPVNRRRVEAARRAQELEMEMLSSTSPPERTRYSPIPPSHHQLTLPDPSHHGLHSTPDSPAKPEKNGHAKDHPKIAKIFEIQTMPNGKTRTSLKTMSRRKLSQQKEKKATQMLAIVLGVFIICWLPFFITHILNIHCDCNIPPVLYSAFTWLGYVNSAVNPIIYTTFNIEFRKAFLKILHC
#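 Tetracycline-induced HEK293 Trex cells with D2 receptor force-coupled to calcium signaling, plated overnight at 30 C and loaded with no-wash calcium dye. Calcium flux read kinetically for 180 s after compound addition; responses flag agonists.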
# LDHA inh: qHTS assay for inhibitors of human lactate dehydrogenase. purified LDHA, NADH/diaphorase-resazurin fluorescence; hits give low values. activity change, % (values are at about 110 or 230 µM). L-lactate dehydrogenase A chain (Homo sapiens), P00338. 480,000 compounds, 0.15% hits; in the data active means activity change below about -30%; inconclusive means mostly about -25% to -30%;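 further: plate controls were DMSO wells for no effect and wells without enzyme for full effect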
#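 Enzyme activity of human lactate dehydrogenase 5 (2 nM; 0.06 mM NADH, 0.2 mM pyruvate, 5 min, RT) is measured via a resazurin/diaphorase fluorescence readout of residual NADH.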
# RGS4 inhibitor: Inhibitors of Regulator of G Protein Signaling (RGS) 4: qHTS; Regulator of G-protein signaling 4 (Homo sapiens), P49798; Transcreener GDP fluorescence polarization, RGS4-accelerated GTP hydrolysis; Potency, µM (top dose mostly 114 µM), without a hit: at the highest dose activity change, negative = inhibition, usual class: inhibitors; 390,000 compounds, 0.039% hits; AID 504845, 2011; further: potency means the concentration at half of the fitted maximal effect; on the % scale 0 is the no-effect control and ±100 the full control effect; nearly all actives have a fitted effect of over 75% in size; some results filed as inactive show a strong effect at the top dose
# Target sequence (P49798 whole entry, looked up): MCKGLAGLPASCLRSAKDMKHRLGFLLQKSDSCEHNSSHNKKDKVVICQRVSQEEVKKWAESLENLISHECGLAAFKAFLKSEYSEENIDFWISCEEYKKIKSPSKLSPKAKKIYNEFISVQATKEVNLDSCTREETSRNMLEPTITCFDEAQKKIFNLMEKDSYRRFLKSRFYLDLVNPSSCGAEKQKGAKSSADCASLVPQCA
#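 MLSMR compounds (23 nl, pin-transferred) preincubated 10 min at room temperature with a 500nM (2x) first reagent, then RGS4 at 900nM (2x) plus Transcreener GDP mix added; fluorescence polarization (620/688 nm) read before and after 90 min at 30 °C.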
# Glioma ERSR ind: qHTS for Inducers of the Endoplasmic Reticulum Stress Response (ERSR) in Human Glioma: qHTS. 420,000 compounds, 0.02% hits. U87-MG GRP78 promoter luciferase reporter, 16 h. Potency, µM, without a hit: at the highest dose activation, hits mostly activators; further: potency means the concentration at half of the fitted maximal effect; series mostly up to about 76 µM; % of control where 0% means no effect; nearly all actives have a fitted effect of over 35% in size
#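 Stably transfected U87-MG glioma cells carrying a GRP78-based luciferase sensor; 16 h compound incubation. Luminescence end-point read 10 min after Bright-Glo addition at room temperature.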
# Vif-A3F inh: qHTS for Inhibitors of Vif-A3F Interactions: qHTS; HeLa A3F-eYFP + Vif (tagged APOBEC3F with the HIV-1 protein that degrades it), YFP fluorescence increase; AID 602313, 2012; 390,000 compounds, 0.2% hits; Potency, µM (titrated, usually from 46.1 µM), for inactives: at the top dose activity, negative = active; further: potency means the concentration at half of the fitted maximal effect; % of control where 0% means no effect; nearly all actives have a fitted effect of over 65% in size
#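 Fluorescence increase (Ex 488/Em 500-530) after overnight compound treatment at 37 deg C flags inhibition of Vif-driven A3F-eYFP loss in stable HeLa A3F-eYFP/Vif cells seeded overnight beforehand.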
# ALOX12 inh: Primary qHTS assay for inhibitors of human arachidonate 12S-lipoxygenase (ALOX12): Round 2; purified 12hLO, xylenol orange hydroperoxide absorbance; Potency, µM (doses to about 108 µM), inactives show top-dose activity change, negative = inhibition, usual class: inhibitors; 580,000 compounds, 1.1% hits; further: potency means the concentration at half of the fitted maximal effect; on the % scale 0 is the no-effect control and ±100 the full control effect
#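 Purified human 12hLO at 150 nM in 25 mM Hepes, 0.01% Triton X-100, pH 7.0, preincubated 15 min at room temperature with compound. Reaction started with 40 uM arachidonic acid, 30 min at room temperature. Hydroperoxide measured by Fe-xylenol orange, 573/405 nm absorbance ratio.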
# ERG Ets-DNA blk: qHTS for Small Molecule Inhibitors of the ERG Ets/DNA interaction; Transcriptional regulator ERG (Homo sapiens), P11308; fluorescence polarization, His-ERG Ets domain / labelled DNA; Potency, µM (doses to about 76.9 µM), for inactives: top-dose FP activity, negative = inhibition, usual class: inhibitors; 370,000 compounds, 0.028% hits; active means well fitted inhibition curve with a large enough effect in the polarisation, with a control signal flat; inconclusive means small, poorly fitted or top-dose-only effect, or effect the other way, or a change in a side signal; inactive means no such curve, though single readings can be large or run the other way; the % refers to the polarisation;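 further: polarization taken with two DNA probes labelled with fluorescein and Texas red; potency means the concentration at half of the fitted maximal effect; % of control where 0% means no effect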
#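 His-tagged ERG Ets domain (1 uM in the protein solution; 300mM KCl, 50mM Tris-HCl, 1mM EDTA, 1mM DTT, pH 7.5) received compound, then a probe mix of 5 nM fluorescein-DNA and 100nM Texas-615-DNA. Fluorescence polarization was read for both dyes.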
# D2 antag: HTS Assay for Allosteric Antagonists of the Human D2 Dopamine Receptor: Primary Screen for Antagonists; D(2) dopamine receptor (Homo sapiens), P14416; HEK293 TREx D2 cells, calcium flux, dopamine EC80; inhibition, % at 10 µM; 340,000 compounds, 2% hits; in the data active means inhibition above about 30%; further: 0% is about no effect
#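 HEK293 T-REx D2 cells, tet-induced, calcium dye no-wash. Cpd pintool add, 180 s kinetic, then EC80 DA, 180 s kinetic. Ca flux read.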
# Starred values were filed as active, the others as inactive; u = inconclusive; x = not tested or not shown; & = joins results of further samples; [ ] = remark or other dose. Unless noted, the call rests on the fitted dose curve; in most records, active means well fitted curve in the direction sought with a large enough effect; inconclusive means small, poorly fitted or top-dose-only effect, or another doubt; inactive means no such curve, though single readings can be large; an effect the other way counts as inactive or inconclusive. These rows are one share of the data; the hit share may differ from the screen's.
SMILES,Vif-A3G inh,D2 ag,LDHA inh,RGS4 inhibitor,Glioma ERSR ind,Vif-A3F inh,ALOX12 inh,ERG Ets-DNA blk,D2 antag
COc1ccc([C@H]2[C@H](C(=O)C(C)(C)C)N3N=Cc4ccccc4C3[C@]23N=C(c2ccccc2)OC3=O)cc1 (stereo partly drawn),-2%,0.6,6,-13%,3%,0%,-12%,7%,-8
CCOc1cc(C2/C(=C(/O)c3ccc(OC(C)C)cc3)C(=O)C(=O)N2CCCOC)ccc1O (stereo not drawn),0%,-1.3,-5,0%,-2%,-6%,20µM*,-1%,-10
COc1ccc2c(c1)c1nc3ccccc3nc1n2Cc1ccc(OC(C)C)c(OC)c1,-27%,3.1,0,-6%,-1%,22µM*,12%,8%,1
CC(=O)N1CCOc2ccc(S(=O)(=O)NC[C@H]3O[C@@H](n4ccc(=O)[nH]c4=O)[C@H](O)[C@@H]3O)cc21,-2%,x,-6,7%,-4%,8%,-13%,17%,x
COc1ccc(CN(Cc2ccco2)c2cnc(S(C)(=O)=O)nc2C(=O)Nc2ccc(C)c(C)c2)cc1,4%,4.1,4,5%,-3%,3%,-11%,1%,x
COc1ccc(NS(=O)(=O)c2cccc(NC(=O)C3=NN(c4ccccc4)C(=O)CC3)c2)cc1,1%,0.9,1,1%,-7%,7%,28%,-2%,-3
CCc1ccccc1N(CC(=O)Nc1cccnc1)S(=O)(=O)c1ccccc1,-5%,0.3,-9,4%,-1%,5%,45%[activator],5%,-2
CCN(CCNC(=O)C1CCCN(Cc2nc(-c3ccc(OC)cc3)oc2C)C1)c1ccccc1 (stereo not drawn),0%,0.0,0,-8%,-4%,-4%,0%,-3%,0
COC(=O)C1=C(O)/C(=C\c2ccc(OCC(=O)Nc3ccccc3OC)cc2)N=C1C,0%,-0.4,-13,-61%[56.9 µM],-3%,0%,-15%,0%,-11
CC(c1ccccc1)n1cc(C(=O)NCCCn2ccnc2)nn1 (stereo not drawn),4%,0.2,-1,-21%,-6%,3%,-9%,0%,-18
CCOc1ccc(NC(=O)/C(C#N)=C/c2ccc(N3CCCC3)c(C)c2)cc1,4µM*,32*,-9,0%,-2%,2.5µM*,-15%,25%,38*
CCCN1CCN(CCCNC(=O)c2ccc(CS(=O)c3ccc(OC)cc3)o2)CC1 (stereo not drawn),-1%&2%,0.8&0.8,-5&-2,30%&-33%,-2%&-3%,-13%&2%,6%&-10%,0%&-15%,10
CN(C)S(=O)(=O)c1cccc(C(=O)OCC(=O)Nc2sccc2C(N)=O)c1,-7%,0.5,4,-20%,-5%,0%,0%,1%,-10
COc1ccc(N2CCN(Cc3nc4c(c(=O)[nH]c(=O)n4C)n3CCCc3ccccc3)CC2)cc1,2%,x,6,6%,-1%,-4%,-15%,-1%,x
COc1ccc(C2CC(O)(c3ccccc3)Oc3cc(OC)cc(OC)c32)cc1 (stereo not drawn),-9%&-15%,-0.2,2,-9%&-5%,1%&0%,u,-19%,11%,4
C/C(=N\OCC(=O)OCC(=O)N(C)c1ccccc1)c1ccc2c(c1)OCO2,0%,x,-1,3%,-2%,-1%,11%,13%,x
CS(=O)(=O)N(CCC#N)Cc1ccc(C=O)o1,3%,-0.8,-15,12%,-4%,-34%,-16%,0%,-23
CCOC(=O)c1nn(C)c(C)c1Cl,0%,0.5,-6,12%,-4%,9%,-23%,1%,-21
CC1CCCN(C(=O)c2ccc(COc3ccccc3Br)cc2)C1 (stereo not drawn),-20%,0.9,1,-3%,2%,1%,u,-2%,9
Cc1ccc(CN2CCN(C3CCN(C(=O)OC(C)(C)C)CC3)C(=O)C2=O)cc1,0%,-1.3,-4,12%,-3%,-3%,u,4%,x

# Rewritten with bars between the fields: part of the list above
smiles | Vif-A3G inh | D2 ag | LDHA inh | RGS4 inhibitor | Glioma ERSR ind | Vif-A3F inh | ALOX12 inh | ERG Ets-DNA blk | D2 antag
CCc1ccccc1N(CC(=O)Nc1cccnc1)S(=O)(=O)c1ccccc1 | -5% | 0.3 | -9 | 4% | -1% | 5% | 45%[activator] | 5% | -2
CCN(CCNC(=O)C1CCCN(Cc2nc(-c3ccc(OC)cc3)oc2C)C1)c1ccccc1 (stereo not drawn) | 0% | 0.0 | 0 | -8% | -4% | -4% | 0% | -3% | 0

# (cont.)
SMILES,Vif-A3G inh,D2 ag,LDHA inh,RGS4 inhibitor,Glioma ERSR ind,Vif-A3F inh,ALOX12 inh,ERG Ets-DNA blk,D2 antag
O=C(CCN1C(=O)[C@@H]2Cc3ccccc3CN2C1=O)N[C@H](Cc1ccccc1)C(=O)O,-4%,-0.5,-11,8%,-2%,4%,-6%,2%,1
O=C(O)C1CCCN1S(=O)(=O)c1ccc(F)cc1 (stereo not drawn),-2%,0.3,-5,3%,-2%,0%,x,6%,6
O=C(CCn1c(=O)oc2ccccc21)Nc1ccc(C(=O)O)cc1,1%,1.2,-6,4%,-1%,-7%,-24%,6%,9
CC(=O)c1cccc(NC(=O)N2C3CCC2CC(NC(=O)C2CC2)C3)c1 (stereo not drawn),-7%,-0.3,-1,5%,-2%,1%,1%,2%,0
CCOC(=O)C1=CC[C@@H](c2cccc(C)c2)N(S(=O)(=O)c2ccc(C)cc2)[C@H]1C(=O)OCC,0%,-0.1,-2,-17%,-4%,1%,5%,3%,6
Cc1cc(C)c(OCC(=O)N(Cc2ccc(N(C)C)cc2)C2CCS(=O)(=O)C2)c(C)c1 (stereo not drawn),0%,0.1,2,9%,-5%,21%,190%[activator],14%,-5
COc1ccc(CNC(=O)CSc2n[nH]c(C)c2[N+](=O)[O-])cc1,-1%,0.3,-5,2%,3%,3%,1%,x,-10
COc1cccc(-c2nc(CS(=O)(=O)CC(=O)NCCCOC(C)C)c(C)o2)c1,-4%,-1.7,-5,-6%,-4%,-2%,-2%,0%,12
O=C(CCSc1nc2ccccc2s1)N/N=C/c1c(O)ccc2ccccc12,-9%,0.1,3,4%[11.4 µM],-5%,-3%,-18%,3%,-4
O=C(Oc1ccc2c(=O)c(Cl)coc2c1)c1cccnc1,1%,0.2,-4,-9%,-8%,-10%,-13%,-10%,-23
CCOc1ccc(-c2nc(SCC(=O)NC3CCCC3)c(-c3ccccc3)[nH]2)cc1OC,3%,-0.4,5,-19%,-3%,8%,-20%,-1%,x
CN(C)CCc1cc2c(c3c1ccc1ccccc13)OCO2,-12%,0.4,2,7%,-8%,1%,u,9%,-2
CC(C)(C)c1ccc(C(=O)NC2=NC(c3cccc(F)c3)CC(=O)N2)cc1 (stereo not drawn),-2%,-0.8,-2,-22%,-2%,-5%,4%,1%,x
COC(=O)c1ccc(C2/C(=C(\O)c3cccc(OC)c3)C(=O)C(=O)N2CCCN2CCOCC2)cc1 (stereo not drawn),-3%,0.7,1,-5%,-3%,2%,22%,3%,-5
COc1ccc(C(=O)N/N=C(/C)c2ccc(N3CCCCC3)cc2)cc1,0%,-1.5,-4,u,4%,-10%,-3%,12%,4
O=C(Cn1cncn1)N/N=C/c1c2ccccc2cc2ccccc12,0%,-0.2,5,7%,-5%,6%,u,0%,12
O=C(CSc1nccn1-c1ccc(Cl)cc1)NCc1ccc2c(c1)OCO2,1%,-0.7,1,6%,1%,4%,2%[57.4 µM],6%,-3
O=C1C=C(c2ccc(Cl)cc2)OC2(CCCC2)O1,2%,-0.3,-2,-6%,-3%,-16%,-27%,-4%,14
COc1ccc(S(=O)(=O)N(C)c2ccc(C(=O)N3CCN(c4ccccc4)CC3)cc2)cc1OC,1%,1.8,-5,-10%,-5%,-11%,16%,3%,-14
Clc1cccc(CSc2ccc(-c3cccs3)nn2)c1,1%,0.0,-4,-3%,-1%,-2%,-7%,2%,x

# Given as tab-separated lines: entries from further up
Molecule	Vif-A3G inh	D2 ag	LDHA inh	RGS4 inhibitor	Glioma ERSR ind	Vif-A3F inh	ALOX12 inh	ERG Ets-DNA blk	D2 antag
O=C(CCn1c(=O)oc2ccccc21)Nc1ccc(C(=O)O)cc1	1%	1.2	-6	4%	-1%	-7%	-24%	6%	9
O=C(O)C1CCCN1S(=O)(=O)c1ccc(F)cc1 (stereo not drawn)	-2%	0.3	-5	3%	-2%	0%	x	6%	6
O=C(Oc1ccc2c(=O)c(Cl)coc2c1)c1cccnc1	1%	0.2	-4	-9%	-8%	-10%	-13%	-10%	-23
O=C(CCSc1nc2ccccc2s1)N/N=C/c1c(O)ccc2ccccc12	-9%	0.1	3	4%[11.4 µM]	-5%	-3%	-18%	3%	-4
